Screens (PubChem)
Anthrax LF inh2: Bacillus anthracis LF protease inhibitors, primary screen, biochemical, multiplex microsphere, MLPCN library; multiplex microsphere protease cleavage assay; inhibition, % at 10 µM; actives 0.12% (n = 360,000); AID 588501, 2011; further: plate controls were buffer without enzyme for full effect and enzyme alone for no effect
Target sequence (P15917 whole entry, looked up): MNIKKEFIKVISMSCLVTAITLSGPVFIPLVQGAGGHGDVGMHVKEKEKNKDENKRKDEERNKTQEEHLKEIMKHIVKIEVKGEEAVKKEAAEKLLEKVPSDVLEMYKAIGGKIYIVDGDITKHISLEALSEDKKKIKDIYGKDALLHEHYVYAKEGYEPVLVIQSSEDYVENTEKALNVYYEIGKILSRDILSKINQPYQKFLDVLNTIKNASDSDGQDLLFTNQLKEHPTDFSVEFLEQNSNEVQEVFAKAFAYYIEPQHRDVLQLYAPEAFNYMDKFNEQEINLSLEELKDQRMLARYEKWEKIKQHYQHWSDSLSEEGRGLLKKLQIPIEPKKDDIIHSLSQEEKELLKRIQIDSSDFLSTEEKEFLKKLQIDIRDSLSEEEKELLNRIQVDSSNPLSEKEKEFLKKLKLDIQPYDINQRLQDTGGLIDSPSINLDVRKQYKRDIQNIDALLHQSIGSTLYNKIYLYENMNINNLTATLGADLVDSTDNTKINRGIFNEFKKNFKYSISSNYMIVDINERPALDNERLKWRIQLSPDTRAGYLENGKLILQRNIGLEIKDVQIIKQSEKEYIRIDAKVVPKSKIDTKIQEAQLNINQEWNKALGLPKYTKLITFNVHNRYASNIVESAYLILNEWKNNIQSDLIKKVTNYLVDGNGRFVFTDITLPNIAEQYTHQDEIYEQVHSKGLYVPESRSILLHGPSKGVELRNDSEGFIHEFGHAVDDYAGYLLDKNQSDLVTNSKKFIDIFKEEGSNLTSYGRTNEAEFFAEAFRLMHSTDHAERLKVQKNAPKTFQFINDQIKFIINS
TcdB inh: TcdB glycohydrolase inhibitors, primary screen, biochemical, single point, plate reader; Toxin B (Clostridioides difficile), P18177; actives 0.24% (n = 350,000); TcdB glycohydrolase enzymatic assay; inhibition, % at 9.99 µM; in the data active means inhibition above about 10%
PfHsp40 rescue: rescue of yeast from PfHsp40 toxicity, primary screen, S. cerevisiae, ATP luminescence; S. cerevisiae expressing PfHsp40, growth rescue; AID 504582, 2011; growth rescue, % at 12.5 µM; actives 0.68% (n = 340,000); in the data active means growth rescue above about 28%, passing the limit was not always enough;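 further: yeast W303a lacking pdr1 and pdr3 grown in galactose medium; growth measured after three days at 30 °C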
Vc quorum ag: inducers of Vibrio cholerae quorum light production without autoinducers, primary screen, BH1578 luxS cqsA deficient, single point; V. cholerae BH1578 lux reporter, luminescence, 6 h; activation, % at 18.7 µM; actives 0.16% (n = 350,000); AID 588436, 2011; in the data active means activation mostly above about 9.7%, no sharp cut-off; further: not every result past the cut was called active; inactives centre near 0; reference of the scale not given here
CCHFV vOTU inh: CCHFV vOTU protease inhibitors, primary screen, biochemical, Pep-AMC substrate, fluorescence; actives 0.55% (n = 370,000); Crimean-Congo hemorrhagic fever virus L polyprotein viral ovarian tumor (vOTU) protease …; inhibition, % at 11.5 µM; AID 651958, 2012; in the data active means inhibition above about 30%; further: 0% = vehicle wells with enzyme and 100% = no enzyme wells
SSB-PriA inh: inhibitors of Klebsiella pneumoniae PriA binding to SSB C-terminal tail, primary screen, biochemical, AlphaScreen; AlphaScreen SSBct-PriA binding, biotinylated peptide; inhibition, % at 33 µM; actives 0.6% (n = 430,000); AID 1272365, 2023; in the data active means inhibition mostly above about 37%, no sharp cut-off; inactive means mostly below about 20%;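 further: plate controls were negative control peptide for no effect and reference peptide for full effect; strong numbers were not always called active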
BoNT A protease: BoNT/A light chain protease inhibitors, primary screen, biochemical, flow cytometry, MLPCN library; multiplex microsphere protease substrate cleavage; Botulinum neurotoxin type A light chain protease (Clostridium botulinum A str. ATCC 3502); inhibition, % at 10 µM; actives 0.17% (n = 360,000); further: plate controls were buffer without enzyme for full effect and enzyme alone for no effect
DUSP3 inh: VHR1 phosphatase inhibitors, primary screen, biochemical, absorbance, uHTS; Dual specificity protein phosphatase 3 (Homo sapiens), P51452; recombinant VHR phosphatase, pNPP absorbance; inhibition, % at 13.3 µM; actives 0.52% (n = 290,000); in the data active means inhibition above about 50%; further: some compounds called inactive have numbers as strong as hits
Target sequence (P51452 whole entry, looked up): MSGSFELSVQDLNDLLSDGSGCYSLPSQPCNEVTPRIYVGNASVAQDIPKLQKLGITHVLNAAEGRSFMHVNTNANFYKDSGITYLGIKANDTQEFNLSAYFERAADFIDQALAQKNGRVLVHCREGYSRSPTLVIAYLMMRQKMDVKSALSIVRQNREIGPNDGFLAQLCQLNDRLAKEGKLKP
3CLpro inhibitor: SARS-CoV 3CLpro protease inhibitors, primary screen, biochemical, quenched FRET; Replicase polyprotein 1ab (Severe acute respiratory syndrome coronavirus), P0C6X7; recombinant SARS-CoV 3CLpro, quenched FRET peptide cleavage; inhibition, % at 6 µM; actives 0.14% (n = 290,000); in the data active means inhibition above about 12%
Yp Topo-I inh: Yersinia pestis topoisomerase I inhibitors, primary screen, biochemical, cleavage product accumulation, plate reader, single point; DNA topoisomerase I (Yersinia pestis CO92); Y. pestis Topo-I cleavage product accumulation; activity, % at 10 µM; actives 0.064% (n = 360,000); in the data active means activity above about 50%, passing the limit was not always enough; further: inactives centre near 2
Starred values were filed as active, the others as inactive; i = inactive; nt = not tested or not shown; & = joins results of further samples. Unless noted, no stated cut-off is given here; in the data, active means inhibition above about 30%; inconclusive means no clear call, values can overlap the other calls; inactive means below that.

SMILES | Anthrax LF inh2 | TcdB inh | PfHsp40 rescue | Vc quorum ag | CCHFV vOTU inh | SSB-PriA inh | BoNT A protease | DUSP3 inh | 3CLpro inhibitor | Yp Topo-I inh
O=C(OCC(=O)c1ccc([N+](=O)[O-])cc1)/C(=C\c1ccc(Cl)cc1)NC(=O)c1ccccc1 | -1 | nt | 4.2 | i | 8 | 18 | 0.1 | 3 | -3 | 2
COc1ccc(NS(=O)(=O)c2cccc(C(=O)NNC(=O)CN3C(=O)NC(C)(C)C3=O)c2)cc1 | 4 | 1.9 | 0.5 | -5.3 | 0 | -3 | 2.8 | nt | nt | 0
COC(=O)c1scc(C)c1NC(=O)CC1NCCNC1=O (stereo not given) | nt | 0.1 | nt | i | -6 | 5 | nt | 8 | 1 | -3
Cc1ccc(CN(CC(=O)NCC2CCCO2)S(=O)(=O)c2ccc(C)cc2)cc1 (stereo not given) | 2 | 0.1 | 1.0 | i | 4 | -7 | 4.0 | 20 | 2 | 14
COc1ccc(S(=O)(=O)NCc2cccnc2)cc1C(=O)N1CCCCC1 | 5 | -0.1 | -0.8 | -2.3 | 10 | -1 | 1.4 | 22 | -2 | 2
Cc1cnc(NC(=O)c2cccc(S(=O)(=O)N3CC(C)OC(C)C3)c2)s1 (stereo not given) | -6 | 1.8 | -2.0 | i | 3 | 1 | 0.0 | 5 | 0 | 0
COC(=O)C1=C(C)NC(=O)/C1=C\N(C)C | 2 | -3.3 | -0.8 | -0.6 | -3 | -22 | -0.3 | 24 | -3 | 7
CC(=O)/C(=N\Nc1ccc(C)cc1)Sc1nncn1C | -2 | nt | 0.5 | -0.7 | -9 | nt | -0.2 | -5 | -7 | 1
Fc1ccc(Nc2nc(N3CCOCC3)nc(N3CCOCC3)n2)cc1 | -3 | 0.4 | -0.1 | -0.3 | 7 | -1 | 0.7 | 6 | 0 | 3
Cc1ccc2c(c1)cc(CN(C(=O)N1CCOCC1)C1CCCC1)c1nnnn12 | -12 | 0.8 | -0.3 | -0.1 | 5 | -6 | -0.4 | 9 | 2 | 14
CN(CC(=O)Nc1ccccc1Cl)C(=O)COC(=O)c1cc(S(=O)(=O)N(C)C)ccc1N1CCCC1 | -4 | 0.8 | 0.5 | -0.7 | 5 | 1 | -2.8 | nt | nt | 12
COc1ccc(C(=O)NC(=S)Nc2cc(C)ccn2)cc1[N+](=O)[O-] | 0 | 2.0 | 0.7 | -0.3 | -8 | 2 | -0.3 | 5 | -5 | 4
CC(=O)N1c2ccccc2C(C)CC12CCCCC2 (stereo not given) | -4 | 0.5 | -0.9 | i | 11 | -21 | 0.2 | 9 | 1 | -3
Cc1cccc(NC(=O)c2ccc(COc3ccc4ccccc4c3)o2)n1 | -2 | -0.2 | 1.3 | i | 4 | -8 | 0.0 | 31 | 2 | 38
Cc1ccc(C)c(OCC(=O)Nc2ccc(N3CCOCC3)cc2N2CCOCC2)c1 | -16 | 1.8 | 2.5 | -0.7 | 11 | 13 | -0.6 | nt | nt | -3
O=[N+]([O-])c1cc(N=Nc2ccc3ccccc3c2)ccc1O | 4 | 0.1 | -2.2 | i | 11 | 11 | -3.6 | 7 | 0 | 6
Cc1cc(=O)c2n(Cc3ccccc3Cl)nc[n+]2[nH]1 | 7 | nt | 0.5 | -0.3 | -4 | -11 | -0.5 | -9 | 3 | 4
Nc1c(C(=O)N/N=C/c2ccc(F)cc2)oc2nc(-c3ccccc3)cc(-c3ccco3)c12 | nt | 0.2 | -0.9 | 0.6 | -13 | i | nt | -4 | 3 | 4
O=c1[nH]c(=S)c2c(n1-c1ccccc1)CCC2 | -3 | 1.5 | -0.1 | -7.1 | 5 | -4 | -0.6 | 22 | -11 | 5
O=c1c2ccccc2nnn1CSc1nnc(-c2ccc3c(c2)OCO3)o1 | -1 | nt | -1.3 | -0.4 | -2 | -17 | -0.1 | 33 | -5 | 24
Cc1cc(C)n2nc(-c3ccccc3)cc2n1 | -4 | 2.6 | -1.1 | i | 0 | -22 | -1.0 | 12 | 1 | 0
O=C(NCCCn1ccnc1)c1ccc(NS(=O)(=O)c2ccc(Cl)c(Cl)c2)cc1 | 9 | 1.3 | -1.3 | i | 21 | -8 | -1.9 | nt | nt | 3
Cc1cc(=O)[nH]c2ccc(Cc3ccccc3)cc12 | -2 | 0.6 | -0.9 | nt | 8 | -6 | -0.2 | nt | nt | 21
CCn1cc(C(=O)NCCc2ccccc2C)c(=O)c2ccc(C)nc21 | -2 | 1.7 | 0.7 | i | -10 | -10 | 3.9 | 18 | 4 | 8
O=C(O[C@H]1[C@H](Cc2ccccc2)NS(=O)(=O)[C@H]2C[C@@H]3C=C[C@]12O3)c1ccc([N+](=O)[O-])cc1 | 1 | 0.7 | 0.6 | -1.0 | 7 | 0 | 0.1 | nt | nt | -7

Quoted from the listing (4 entries):
SMILES | Anthrax LF inh2 | TcdB inh | PfHsp40 rescue | Vc quorum ag | CCHFV vOTU inh | SSB-PriA inh | BoNT A protease | DUSP3 inh | 3CLpro inhibitor | Yp Topo-I inh
O=C(NCCCn1ccnc1)c1ccc(NS(=O)(=O)c2ccc(Cl)c(Cl)c2)cc1 | 9 | 1.3 | -1.3 | i | 21 | -8 | -1.9 | nt | nt | 3
Cc1cc(=O)[nH]c2ccc(Cc3ccccc3)cc12 | -2 | 0.6 | -0.9 | nt | 8 | -6 | -0.2 | nt | nt | 21
CCn1cc(C(=O)NCCc2ccccc2C)c(=O)c2ccc(C)nc21 | -2 | 1.7 | 0.7 | i | -10 | -10 | 3.9 | 18 | 4 | 8
O=C(O[C@H]1[C@H](Cc2ccccc2)NS(=O)(=O)[C@H]2C[C@@H]3C=C[C@]12O3)c1ccc([N+](=O)[O-])cc1 | 1 | 0.7 | 0.6 | -1.0 | 7 | 0 | 0.1 | nt | nt | -7

Next part
SMILES | Anthrax LF inh2 | TcdB inh | PfHsp40 rescue | Vc quorum ag | CCHFV vOTU inh | SSB-PriA inh | BoNT A protease | DUSP3 inh | 3CLpro inhibitor | Yp Topo-I inh
O=C(Nc1ccc(CN2CCCCC2)cc1)c1sc2ccccc2c1Cl | 4 | 0.2 | -0.9 | -0.5 | -12 | 1 | 1.2 | 21 | -1 | -2
O=C1CC(N(CCc2ccccc2)C(=S)Nc2cc(Cl)ccc2Cl)C(=O)N1c1c(Cl)cccc1Cl (stereo not given) | -3 | nt | -0.1 | i | 6 | -2 | 0.7 | 4 | 12 | -12
COc1ccc(OCC(=O)N2CCN(C(=O)c3cccc4ccccc34)CC2)cc1 | 1 | nt | 0.5 | 1.7 | 0 | -9 | 3.4 | 3 | 2 | 2
COc1ccc(/C=C/C(=O)OCC(=O)c2ccccc2F)cc1 | 1 | -0.4 | 3.0 | 1.0 | -8 | -9 | -0.2 | nt | nt | 6
COc1ccc(C(=O)NCc2ccccn2)cc1[N+](=O)[O-] | 4 | 0.0 | -0.4 | -0.3 | 13 | 1 | -0.7 | -5 | 1 | -4
Cc1ccc(NC2CCCN(C(=O)c3snnc3C)C2)cc1C (stereo not given) | -3 | 0.5 | -1.6 | -3.1 | 0 | -1 | -0.1 | 15 | 0 | 3
CCCn1c(SCC(=O)c2cc(C)n(-c3cc(C)on3)c2C)n[nH]c1=O | 2 | 1.0 | 0.4 | -14 | 6 | 6 | -3.7 | nt | nt | -11
Cc1onc(-c2c(F)cccc2Cl)c1C(=O)NCCN1CCNC1=O | -14 | 0.7 | -0.1 | i | -11 | -8 | -1.7 | 5 | 0 | 0
COc1ccc(C(=O)N2CCN(C(=O)c3ccco3)CC2)cc1OC | 0 | -1.3 | 0.8 | -0.4 | -11 | -9&-8 | -0.1 | 5 | 0 | 3
CCCOCCc1nnc(N)s1 | 1 | 0.6 | 0.7 | -0.3 | -5 | 2 | 0.1 | 15 | 0 | 0
Cc1cc(C)n(CCNC(=O)c2cc(COc3ccc(F)cc3Cl)on2)n1 | -1 | 0.8 | -1.3 | 0.7 | 4 | -4 | 0.2 | -5 | -1 | -1
COc1cccc(S(=O)(=O)N(C)C[C@@H]2OCc3cn(nn3)CCCC(=O)N([C@H](C)CO)C[C@H]2C)c1 | 0 | 4.5&-0.2 | nt | i | -5 | nt | 0.0 | nt | nt | -2
Cn1cc(C(=O)NC2C3CC4CC(C3)CC2C4)cn1 (stereo not given) | -2 | nt | 3.5 | i | 11 | -5 | 0.0 | -8 | 5 | 5
CC(Oc1ccc(F)cc1)C(=O)Nc1cc(S(=O)(=O)N2CCOCC2)ccc1N1CCN(C)CC1 (stereo not given) | -1 | 2.1 | -1.0 | -0.6 | -3 | 1 | -2.6 | nt | nt | 3
O=C(Nc1ccccc1N1CCN(C(=O)c2ccccc2)CC1)c1ccccc1Cl | -1 | 0.9 | -0.1 | -0.2 | -3 | -2 | 0.6 | 5 | 3 | 39
CCNC(=O)C(=O)Nc1ccc([N+](=O)[O-])cc1 | -1 | 2.3 | -0.1 | i | -6 | -11 | -0.2 | 16 | 2 | 33
COc1ccccc1N1C(=O)c2ccc(C(=O)Nc3nccs3)cc2C1=O | -7 | 0.9 | -0.7 | 0.0 | -7 | 6 | -1.1 | 9 | 3 | -2
CC(C)NCC(O)COc1ccc(Br)cc1 (stereo not given) | -1 | 0.4 | 1.0 | 0.8 | -11 | 4 | 0.4 | 8 | 1 | -1
O=C(COC(=O)c1ccncc1)Nc1ccccc1 | 1 | 0.0 | 0.1 | -0.7 | 3 | -8 | 2.4 | 27 | 1 | 5
O=C(CSC(=S)N1CCCCC1)c1ccccc1 | -2 | 3.5 | 1.2 | 0.0 | -2 | -31 | -0.4 | 12 | 2 | 13
CCOC(=O)C1CCN(C/C=C/c2ccccc2)CC1 | -14 | 0.4 | 1.9 | 1.0 | -6 | -15 | 0.0 | 1 | 2 | 8
CCn1c(SCC(=O)N2c3ccccc3CCc3ccccc32)nc2c1c(=O)n(C)c(=O)n2C | -1 | nt | -0.2 | -12 | -12 | -27 | -0.2 | nt | 2 | 9
CCC(C)Oc1ccc(/C=C/c2[nH]c(=O)[nH]c(=O)c2[N+](=O)[O-])cc1OC (stereo not given) | -1 | 0.8 | 1.9 | 2.1 | 0 | -3 | -0.6 | -6 | 1 | 4
CCN(CC)CCCNC(=O)/C(=C\c1cccn1C)NC(=O)c1cccs1 | 1 | nt | 1.0 | -0.6 | 9 | 3 | 0.1 | -1 | -1 | 1
COCCNC(=S)N1CCC(C(=O)c2ccc(Cl)cc2)CC1 | 4 | 0.4 | nt | 0.8 | 8 | nt | -0.2 | nt | nt | 9
Cc1cc2nc(-c3cccc(NC(=O)c4ccc(Br)o4)c3)oc2cc1C | -6 | 1.4 | -1.6 | nt | 4 | -14 | -0.4 | 31 | -1 | -5
COc1cc(OC)cc(C(=O)Nc2cccc3cccnc23)c1 | -1 | -6.6 | 0.2 | -3.8 | -2 | -6 | -0.6 | 12 | 4 | 15
COC(=O)c1sc(N2C(=O)c3oc4ccccc4c(=O)c3C2c2cccc(O)c2)nc1C (stereo not given) | -4 | 0.9 | -0.1 | -0.4 | 0 | -3 | -0.6 | 18 | 2 | 7
Cc1occc1-c1nnc(SCC(=O)Nc2ccccc2)n1C | 2 | 0.7 | -0.2 | -1.0 | 7 | 2 | -0.8 | 9 | 0 | -4
CCCCC/C(=N/O)c1c(C)[nH]c2ccccc12 | 4 | -1.4 | 0.4 | -0.8 | -2 | nt | -1.0 | 5 | -2 | -8

The list is partial (hit frequency here may not be typical).
